Assay outcomes (PubChem BioAssay)
SIRT5 inh – SIRT5 desuccinylase inhibitors, primary screen, biochemical, fluorescence imaging, single point, set 5; NAD-dependent protein deacylase sirtuin-5, mitochondrial (Homo sapiens), Q9NXA8; inhibition, % at 15 µM; hit rate 1.1% among 330,000; Purified SirT5, succinyl-peptide AMC, trypsin-coupled fluorescence; in the data active means inhibition above about 15%; inconclusive means no clear call, values can overlap the other calls
CFTR F508del cor – F508del CFTR correction, initial screen, CFBE line, single point; CFBE cells, YFP halide quenching; stimulated with forskolin plus potentiator P3; % fluorescence drop versus neutral controls; activity (quench increase), % at 7.58 µM; hit rate 0.36% among 350,000; AID 720511, 2013;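 active means mean added fluorescence quench of at least 8% versus neutral control, with both replicates also reaching 8%; inconclusive means only one of the mean or replicate conditions met; inactive means mean below 8% and not both replicates reaching 8%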;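 further: cells transiently co-express mutant CFTR-F508del with the halide-sensitive YFP; corrector assay measuring rescue of mutant channel to the surface after 24 h compound exposure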
ERp5 inh – inhibitors of ERp5-driven insulin aggregation, primary screen, biochemical, turbidity, absorbance 650 nm, single point; 90 min; inhibition, % at 9.99 µM; hit rate 0.05% among 350,000; AID 651711, 2012;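 active means mean replicate inhibition above about 25%, with every replicate also reaching it, limit read from the data, passing the limit was not always enough; inconclusive means only one of those two criteria met; inactive means neither criterion met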
ERAP1 inh – human ERAP1 aminopeptidase inhibitors, primary screen, biochemical, single point, plate reader. AID 652197, 2013. recombinant ERAP1, Leu-AMC fluorescence, 60 min. Endoplasmic reticulum aminopeptidase 1 (Homo sapiens), Q9NZ08. hit rate 0.15% among 340,000. inhibition, % at 10.7 µM;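 active means mean replicate inhibition of at least 30%, or all replicates individually reaching that 30% level; inactive means mean below 30% and not every replicate reaching it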;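 further: 0% = neutral control wells and 100% = L-leucinethiol positive control wells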
Target sequence (Q9NZ08 whole entry, looked up): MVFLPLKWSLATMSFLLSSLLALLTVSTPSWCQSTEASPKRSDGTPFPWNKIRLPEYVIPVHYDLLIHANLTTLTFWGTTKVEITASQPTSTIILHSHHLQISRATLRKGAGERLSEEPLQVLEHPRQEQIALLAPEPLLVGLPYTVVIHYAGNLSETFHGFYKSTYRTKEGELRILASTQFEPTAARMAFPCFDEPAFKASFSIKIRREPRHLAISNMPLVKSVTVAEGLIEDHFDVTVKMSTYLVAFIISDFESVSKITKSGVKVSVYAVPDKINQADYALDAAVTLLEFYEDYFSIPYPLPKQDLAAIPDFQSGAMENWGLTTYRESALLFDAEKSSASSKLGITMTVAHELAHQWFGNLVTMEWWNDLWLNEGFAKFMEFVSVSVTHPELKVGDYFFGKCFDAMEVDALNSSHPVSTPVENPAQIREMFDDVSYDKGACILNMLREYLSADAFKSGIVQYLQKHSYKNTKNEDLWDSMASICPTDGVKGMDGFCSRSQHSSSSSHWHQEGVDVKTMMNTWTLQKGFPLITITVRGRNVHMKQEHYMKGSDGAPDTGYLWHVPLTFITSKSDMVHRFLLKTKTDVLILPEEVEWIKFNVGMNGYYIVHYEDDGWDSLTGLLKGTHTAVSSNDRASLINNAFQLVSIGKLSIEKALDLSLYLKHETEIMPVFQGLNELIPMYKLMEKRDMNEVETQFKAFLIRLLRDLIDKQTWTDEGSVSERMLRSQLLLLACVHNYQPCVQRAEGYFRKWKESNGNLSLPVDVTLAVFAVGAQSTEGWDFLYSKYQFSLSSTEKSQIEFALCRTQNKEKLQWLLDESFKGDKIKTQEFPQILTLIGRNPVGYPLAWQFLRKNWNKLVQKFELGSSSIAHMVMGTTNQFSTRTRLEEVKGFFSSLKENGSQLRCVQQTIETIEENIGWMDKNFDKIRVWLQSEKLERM
miR-122 sensor – miR-122 Renilla sensor signal increase in Huh7, primary screen, miR-122 inhibitor project, cell-based, single point, plate reader; Huh7 miR-122 Renilla luciferase sensor, 48 h; neutral wells = 0, positive control = 100; activation (reporter increase), % at 12.5 µM; hit rate 0.3% among 340,000;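 active means mean replicate activation score at least 90 and every replicate individually at or above 90; inconclusive means only one of the two criteria met; inactive means neither criterion met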;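 further: higher luciferase means less miR-122 activity so hits act as miR-122 inhibitors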
DENV2 CPE – inhibitors of DENV2 cytopathic effect, primary screen, cell-based, plate reader, single concentration. DENV2-infected cells, cytopathic effect rescue. CPE inhibition, % at 9.99 µM. hit rate 1.7% among 350,000; in the data active means CPE inhibition above about 20%, passing the limit was not always enough; inconclusive means no clear call, values can overlap the other calls; tested in BHK-21 cells;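 further: 0% = median of neutral control wells and 100% = median of positive control wells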
Casp6 inh – human caspase-6 inhibitors, primary screen, biochemical, VEID-R110 fluorescence, single point, set 2. purified caspase-6, Z-VEID-R110 cleavage fluorescence. inhibition, % at 12.5 µM. hit rate 0.53% among 350,000;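 active means mean inhibition across replicates at least about 35%, with every replicate also reaching that limit, limit read from the data; inconclusive means only one of the two criteria met; inactive means neither criterion met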;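 further: 0% = median of neutral control wells and 100% = no fluorescence left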
An asterisk follows results filed as active; ? = inconclusive; / = no result given; [ ] = dose if it differs, or a comment.

SIRT5 inh	CFTR F508del cor	ERp5 inh	ERAP1 inh	miR-122 sensor	DENV2 CPE	Casp6 inh	Compound
0.8	0.6	2.3	1.6	/	-3.1	-3.5	Cc1ccc(NC(=O)C(=O)NNC(=O)c2cccs2)cc1
/	-1.4	1.7	2.6	/	-9.5	0.2	Oc1ccc(C[C@H]2CNC(=S)N2CCc2cc(C(F)(F)F)cc(C(F)(F)F)c2)cc1
-3.3	0.8	-4.1	0.2	-0.8	1.6	0.0	CCc1ccc(NC(=O)CCS(=O)(=O)c2ccc3c(c2)CCN3C(C)=O)cc1
-3.1	-4.4	-0.4	-2.5	-0.8	-8.2	-12.7	Cc1ccccc1N1CCN(C2CCCN(C(=O)CCN3CCCO3)C2)CC1 (stereo not given)
7.4	0.1	2.8	-1.7	-5.4	-11.3	0.3	CC1(C(=O)NCc2cccc3ccccc23)CCN1Cc1cc2ccccc2o1 (stereo not given)
-4.7	1.2	11.7	-5.1	0.7	7.6	5.3	CCn1cc(C(=O)NCCC(C)C)c(=O)c2cc(F)c(N3CCN(C(=O)c4ccco4)CC3)cc21
-3.6	-4.6	-0.9	1.6	/	-1.4	-5.0	O=C(O)CC1(CC(=O)NCc2ccc(-c3cccs3)cc2)CCCCC1
-3.4	-2.1	0.8	-0.9	/	-7.2	-2.1	Cc1nn(Cc2ccc(F)cc2)c2sc(C(=O)Nc3nccs3)cc12
1.5	-0.6	2.5	-2.4	/	-2.7	3.6	Cc1[nH]c(=O)[nH]c(=O)c1Sc1ccccc1[N+](=O)[O-]
4.6	0.0	-1.2	1.7	-2.8[16.7 µM]	-1.0	-2.8	CCC(=O)Nc1ccc2c(c1)C(=O)N(C)C[C@@H](OC)[C@H](C)CN(Cc1ccc(-c3ccccn3)cc1)[C@H](C)CO2
-1.1	0.7	5.1	-0.8	-4.0[16.7 µM]	?	1.2	Cc1noc(C)c1NC(=O)Nc1ccc2c(c1)C(=O)N([C@H](C)CO)C[C@H](C)[C@H](CN(C)CC1CCCCC1)OCCCC[C@H](C)O2
1.3	-2.5	8.5	7.8	7.5	-3.5	1.2	O=C1C(=O)N(CC2CCCO2)C(c2ccccc2[N+](=O)[O-])/C1=C(/O)c1ccccc1 (stereo not given)
-2.8	-2.8	-4.1	1.0	/	6.8	1.0	O=C1CC2(CCN(C(=O)c3ccc(Cl)cc3)CC2)Oc2ccccc21
-0.4	2.7	-5.7	0.3	13.4	-9.1	1.4	CN1C[C@@H]2[C@@H]3C(=O)N(Cc4ccccc4)C(=O)[C@@H]3[C@](Cc3ccccc3)(C1=O)N2C(=O)c1ccc(F)cc1
0.9	-1.0	3.4	-1.2	-9.9	-3.6	1.0	COc1cc2c(cc1OC)NC(=O)C2
-4.2	-1.5	-0.9	-1.3	-7.6[16.7 µM]	-0.3	/	CCS(=O)(=O)Nc1ccc2c(c1)C(=O)N(C)C[C@H](OC)[C@H](C)CN(C(=O)NC(C)C)[C@H](C)CO2
-2.8	-2.1	0.1	0.6	/	8.7	-2.9	CO[C@@H](CN(C)Cc1cc(F)ccc1F)[C@@H](C)CN([C@@H](C)CO)S(=O)(=O)c1ccc(Cl)cc1
3.2	0.4	-3.8	-2.5	/	0.4	0.1	CC1CN(C2=N/C(=C/c3ccc4c(c3)OCO4)C(=O)N2)CC(C)O1 (stereo not given)
-4.1	-3.4	3.2	-7.1	/	0.4	0.5	O=C(C[C@H]1C=C[C@H](NC(=O)Nc2ccccc2)[C@@H](CO)O1)NCc1cccc(F)c1
27.9*	1.1	-6.4	1.0	2.2[16.7 µM]	9.8	-2.6	CCCC#Cc1ccc2c(c1)O[C@@H](CN(C)C(=O)c1cnccn1)[C@@H](C)CN([C@@H](C)CO)S2(=O)=O
/	-0.6	/	/	-7.4[16.7 µM]	-1.1	/	C[C@@H]1CN([C@@H](C)CO)C(=O)c2cc(NC(=O)Nc3ccccc3)ccc2O[C@@H](C)CCCCO[C@H]1CN(C)C(=O)Nc1cccc2ccccc12
1.2	-0.9	1.2	/	3.3	-4.9	4.8	COc1ccc(NC(=S)NNC(=S)Nc2cccc(C(F)(F)F)c2)cc1
12.6	4.0	-2.5	-0.2	/	11.7	-2.4	COc1ccc([C@@H]2CC=C(C(=O)O)CN2S(=O)(=O)c2ccc(C)cc2)cc1OC
2.4	1.3	-11.8	5.9	/	-2.6	-0.7	CC1(C(=O)NS(=O)(=O)c2cccs2)CCN1C(=O)C1(c2ccccc2)CCCC1 (stereo not given)
10.9	-1.8	-0.6	0.3	9.3	-2.8	0.8	Fc1ccc(NC(=S)N2CCc3ccccc32)cc1
1.2	2.2	3.1	-0.4	/	1.4	3.2	CCC(CC)C(=O)Nc1cccc(C(=O)Nc2nnc(C)s2)c1
/	-0.6	-1.0	1.9	/	-10.9	-3.1	COC(=O)[C@]12C[C@H](CC(=O)N3CCCCC3)C(=O)N(Cc3ccc4c(c3)OCO4)C1=C[C@H](COCc1ccccc1)O[C@@H]2C
1.4	1.5	7.5	0.1	12.0[16.7 µM]	5.4	1.7	COc1ccc(NC(=O)N(C)C[C@H]2Oc3ccc(NC(=O)NC(C)C)cc3CC(=O)N([C@H](C)CO)C[C@@H]2C)cc1
-1.4	0.6	-2.8	0.0	/	-3.6	-12.5	O=C(C[n+]1ccc(-c2nnc3n2CCCCC3)cc1)c1ccc(Cl)cc1
-0.8	1.1	1.5	-1.2	-2.5	/	3.3	CCC1Nc2ncnc(N3CCOCC3)c2N(Cc2ccc(C)cc2)C1=O (stereo not given)
-4.4	1.3	2.8	-3.3	0.4	9.9	2.7	Cc1nc(SCC(=O)Nc2nnc(C(C)C)s2)n[nH]1
5.2	-1.7	-0.7	1.1	4.9[16.7 µM]	-2.2	-4.4	C[C@H](CO)N1C[C@H](C)[C@H](CN(C)C(=O)c2ccccn2)Oc2cc(C#Cc3ccccc3)ccc2S1(=O)=O
-2.6	/	-2.0	12.9	-4.3	0.7	-1.6	O=C(NCc1cccs1)C(=O)NCC1OCCCN1S(=O)(=O)c1cccs1 (stereo not given)
/	4.1	/	/	10.2[16.7 µM]	-4.8	/	Cc1ccc(S(=O)(=O)Nc2ccc3c(c2)C(=O)N([C@@H](C)CO)C[C@H](C)[C@@H](CN(C)C(=O)c2ccncc2)OCCCC[C@H](C)O3)cc1
-1.2	4.7	-1.9	-0.9	/	1.8	1.4	O=C1CCCCC(=O)[C@H](O)C[C@H](COCc2ccccc2)O1
-1.5	-1.9	-2.4	-2.8	/	-0.1	-1.8	COc1cccc(-c2nc(CS(=O)CC(=O)NCc3ccc(F)cc3)c(C)o2)c1 (stereo not given)
-0.8	-0.6	1.8	-3.3	-5.0	5.5	-1.7	O=C(Cn1cnc2ccccc2c1=O)Nc1ccc(S(=O)(=O)N2CCOCC2)cc1
-0.7	0.6	1.5	-0.1	17.4	3.6	2.8	CCCOc1ccccc1OCC(=O)Nc1cccc(S(=O)(=O)NC2=NCCC2)c1
/	-4.6	-4.4	2.4	/	18.9	1.6	CCOC(=O)c1cccc(NC(=O)C2CCCN(S(=O)(=O)c3c(C)nn(C)c3C)C2)c1 (stereo not given)
0.4	-1.7	-0.3	4.3	-0.2	-3.7	3.3	COc1ccc(Cc2c(C(C)(C)C)nc3ccc(C)cn23)c(C)c1

Part of the list above in order of molecular weight, highest first.
SIRT5 inh	CFTR F508del cor	ERp5 inh	ERAP1 inh	miR-122 sensor	DENV2 CPE	Casp6 inh	Compound
/	-4.6	-4.4	2.4	/	18.9	1.6	CCOC(=O)c1cccc(NC(=O)C2CCCN(S(=O)(=O)c3c(C)nn(C)c3C)C2)c1 (stereo not given)
-1.5	-1.9	-2.4	-2.8	/	-0.1	-1.8	COc1cccc(-c2nc(CS(=O)CC(=O)NCc3ccc(F)cc3)c(C)o2)c1 (stereo not given)
-1.4	0.6	-2.8	0.0	/	-3.6	-12.5	O=C(C[n+]1ccc(-c2nnc3n2CCCCC3)cc1)c1ccc(Cl)cc1
-0.8	1.1	1.5	-1.2	-2.5	/	3.3	CCC1Nc2ncnc(N3CCOCC3)c2N(Cc2ccc(C)cc2)C1=O (stereo not given)

(further entries)
SIRT5 inh	CFTR F508del cor	ERp5 inh	ERAP1 inh	miR-122 sensor	DENV2 CPE	Casp6 inh	Compound
4.2	1.7	-0.2	-0.4	-3.0	-0.3	-2.2	CCCC1(C(=O)OC)NC(c2ccc(OC)cc2OC)C2C(=O)N(c3cccc(C(C)=O)c3)C(=O)C21 (stereo not given)
-4.0	/	-0.7	0.8	-0.9	/	-2.8	O=C(OCc1cc2ccccc2[nH]c1=O)C1CCCO1 (stereo not given)
-1.9	9.5*	0.1	-2.5	/	2.3	4.0	O=C(N/N=C/c1cccs1)c1cccc(NC(=O)c2ccccc2Cl)c1
12.7	1.6	-0.8	1.5	12.6[16.7 µM]	-8.4	-1.6	Cc1ccc(S(=O)(=O)Nc2ccc3c(c2)C(=O)N([C@@H](C)CO)C[C@@H](C)[C@H](CN(C)S(=O)(=O)c2ccccc2)OCCCC[C@H](C)O3)cc1
-0.8	-0.2	3.1	-4.7	0.4	2.3	2.0	Cc1cccc(C(=O)Nc2cccc(C(=O)N/N=C/c3cccc(C)n3)c2)c1
-1.0	0.1	1.1	-6.6	-1.5	8.3	-2.9	C/C(=N\OC(=O)C1CC1)C1CC1c1ccc(F)cc1 (stereo not given)
-0.4	0.7	-0.2	-2.3	-0.6[16.7 µM]	5.0	-8.2	CO[C@@H]1CN(C)C(=O)c2cc(NC(=O)Nc3cccc(F)c3)ccc2OC[C@@H](C)N(C)C[C@H]1C
-1.9	3.3	-11.1	2.8	/	0.3	1.6	COCCn1c(N)c(N(Cc2ccccc2)C(=O)COc2ccccc2F)c(=O)[nH]c1=O
-3.3	1.3	-0.9	0.4	/	/	-1.5	COc1ccc(-c2c(C#N)c(N)nc3c2CCC3)cc1
/	-0.9	1.1	-1.4	0.2	-0.3	2.3	CCNC(=O)C1(C)CCCN(C(=O)c2ccc(F)c(C)c2)C1 (stereo not given)
-3.4	-1.8	-3.9	0.8	4.8[16.7 µM]	0.3	0.3	CCN1[C@@H]2c3ccc(-c4cccnc4)c(=O)n3C[C@H]1[C@H](CO)[C@H]2C(=O)NCc1ccccc1
-2.8	-3.7	0.9	0.9	-5.0	-14.5	-21.2	CCOc1ccc(NS(=O)(=O)c2ccc(C(=O)N3CCC3)cc2)cc1
-9.4	-0.3	1.7	2.7	-6.8[16.7 µM]	-3.7	4.8	Cc1noc(C)c1NC(=O)Nc1cccc2c1O[C@H](CN(C)Cc1ccccc1)[C@H](C)CN([C@@H](C)CO)C2=O
-4.7	1.3	0.9	-3.5	-10.4	3.2	1.5	CCCc1c(C)nn(-c2ncccc2[N+](=O)[O-])c1C
1.0	1.5	-0.6	-1.6	/	-11.4	2.0	CCC(=O)N1[C@H](CO)[C@@H](c2ccccc2)C12CN(Cc1cc(F)ccc1F)C2
